EPAC1 agonist: EPAC1 (human) agonism. EPAC1 agonist qHTS, biochemical assay; response scale: 100% = response to 6.5 mM cAMP. Potency, µM (highest dose often 154 µM), for inactives: at the highest dose activation, actives largely listed as activators. 360,000 compounds, 0.073% hits. AID 720707; also: potency is read from the fitted curve at half-maximal effect; nearly all actives have a fitted effect of over 60% in size
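Normalized to 6.5 mM cAMP, activity reflects EPAC1-catalysed release of BODIPY-GDP from Rap1B, followed kinetically over 30 min at 480 nm excitation, 540 nm emission. Reaction contained 100 nM EPAC1, 250 nM Rap1B-BODIPY-GDP, 50 uM GDP.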
CCT chaperon mod: modulators of cytosolic chaperonin (CCT/TRiC) activity | purified chaperonin ATPase assay, HTRF ADP detection, 30 min | activity change, % (no concentration beside the values), hits read low | 360,000 compounds, 0.3% hits; in the data active = activity change below about -30%; also: % is scaled to controls: 0 for no effect and ±100 for the full control effect
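TRiC at 40 or 20 nM final (batch-dependent) in 30 mM Tris pH 7.4, 100 mM KCl, 5 mM MgCl2, 1 mM DTT, with compound at single 76 uM and 10 uM ATP, 30 min at 37 deg C. ADP detected by HTRF Transcreener, 665/615 ratio.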
PI5P4Ka inh: PI5P4K alpha (human) kinase inhibition; P48426; PI5P4Kalpha enzyme, ADP-Glo luminescence, 60 min; active compounds read low; max response, %; 330,000 compounds, 1.2% hits; AID 652105; active = max response of -50% or lower; inconclusive = between -30% and -50%; inactive = -30% or higher; also: value at the top dose of about 77 µM; % is scaled to controls: 0 for no effect and ±100 for the full control effect
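ADP-Glo luminescence end-point read after a 60 min room-temperature kinase reaction of PI5P4Kalpha plus substrate, initiated with ATP at 5 microM final. Buffer: 0.038 M HEPES pH 7.4, EGTA, 0.1% CHAPS, 5% DMSO.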
EPAC2 agonist: agonists of human EPAC2 (RAPGEF4); Q8WZA2; EPAC2 activation, biochemical qHTS; response scale: 100% = 6.5 mM cAMP response; Potency, µM (highest dose often 154 µM), for inactives: at the highest dose activation, most hits filed as activators; 360,000 compounds, 0.079% hits; AID 720711; also: potency is read from the fitted curve at half-maximal effect; nearly all actives have a fitted effect of over 50% in size
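Nucleotide exchange monitored as fluorescence drop when BODIPY-GDP leaves Rap1B. Reaction: 100 nM EPAC2, 250 nM RAP1B-BODIPY-GDP, 50 uM GDP, room temperature, kinetic read over 30 min. Activity expressed relative to 6.5 mM cAMP.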
IL-2 act: activators of IL-2; IL-2 activation reporter assay, cell-based qHTS; stimulated with anti-CD3/CD4/CD28 beads; in transgenic mouse T cells; activation, % (series mostly up to about 46 µM); 360,000 compounds, 0.065% hits; AID 652025; in the data active = activation above about 50%; inconclusive = mostly about 30% to 49%; also: 0% is about no effect
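Using fluorescent plate cytometry, EGFP and DsRed are detected in transgenic mouse T cells stimulated 18 h at 37 degrees C with antibody-coated beads after 60 min compound pretreatment.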
PLK1 PBD inh: blocks phosphopeptide binding to human PLK1 polo-box domain | Plk1 PBD binding of FITC phosphopeptide, fluorescence polarization | P53350 | AID 720504 | Potency, µM, for inactives: max response, negative = inhibition, hits mostly inhibitors | 360,000 compounds, 2.8% hits; also: potency is read from the fitted curve at half-maximal effect; series mostly up to about 57 µM; % is scaled to controls: 0 for no effect and ±100 for the full control effect; nearly all actives have a fitted effect of over 65% in size
EPAC1 antag: EPAC1 (human) antagonism | EPAC1 GEF assay, Rap1b-BODIPY-GDP exchange fluorescence | 360,000 compounds, 0.14% hits | O95398 | AID 720709 | Potency, µM (highest dose often 115 µM), without a hit: at the highest dose activity change, negative = inhibition, most hits filed as inhibitors;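 also: potency is read from the fitted curve at half-maximal effect; plate controls were vehicle for no effect and positive control for full effect; nearly all actives have a fitted effect of over 50% in size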
WRN inhibitor: inhibitors of human WRN helicase; WRN helicase unwinding, fluorescent forked duplex, kinetic; 360,000 compounds, 0.46% hits; AID 651768; Potency, µM (titrated, usually from 114 µM), without a hit: top-dose activity change, negative = inhibition, most hits filed as inhibitors; Q14191; also: potency is read from the fitted curve at half-maximal effect; % is scaled to controls: 0 for no effect and ±100 for the full control effect; nearly all actives have a fitted effect of over 55% in size
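WRN at 20 nM final was preincubated with compound for 15 min at room temperature; reaction started with 100 nM forked duplex oligonucleotide carrying fluorophore and quencher plus 2 mM ATP (final). Unwinding followed kinetically by red fluorescence (ex 525/em 598 nm).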
Starred values were filed as active, the others as inactive; u = inconclusive; x = not tested or not shown; [ ] = dose if it differs, or a comment. Unless noted, calls follow the shape of the dose curve; as a rule, active = well fitted curve in the direction sought with a large enough effect; inconclusive = small, poorly fitted or top-dose-only effect, or another doubt; inactive = no such curve, though single readings can be large; an effect the other way counts as inactive or inconclusive. A portion of the library, so the mix of outcomes need not match the whole.

SMILES	EPAC1 agonist	CCT chaperon mod	PI5P4Ka inh	EPAC2 agonist	IL-2 act	PLK1 PBD inh	EPAC1 antag	WRN inhibitor
CCCC(=O)Nc1c2c(nn1-c1ccc(F)cc1)CS(=O)(=O)C2	8%	1.7	-3	16%	0.3	-15%	-1%	2%
O=C1C2C3C=CC(O3)C2C(=O)N1N=Cc1cccc2ccccc12 (stereo not drawn)	10%	-0.1	u	6%	-0.6	-3%	-1%	-14%
O=C(CN1C(=O)c2cccc3cccc1c23)N1CCN(c2cccc(Cl)c2)CC1	1%	-1.0	1	-2%	7.0	-3%	-3%	-2%
CCc1ccc([C@@H]2C[C@H]3[C@@H](CN2S(=O)(=O)c2ccc(C)cc2)C(=O)C[C@@H](c2ccccc2F)N3S(=O)(=O)c2ccc(C)cc2)cc1	6%	-3.0	-6	14%	-2.3	-8%	5%	-4%
COc1ccc(NC(=O)CCCc2c[nH]c3ccccc23)cc1OC	3%	-4.8	2	8%	-2.7	-13%	-7%	3%
Cc1ccc(O)c(CNc2nc3ccccc3n2C)c1	0%	-1.0	0	-16%	-2.1	2%	-25%	-10%
COc1ccc(C2NC(=O)c3ccccc3N2)c(OC)c1OC (stereo not drawn)	6%	0.1	8	5%	-0.6	9%	1%	-3%
CC(C)CCN1CCN(Cc2ccsc2)CC1CCO (stereo not drawn)	-7%	-1.6	4	-3%	0.2	1%	2%	-4%
COc1ccc(-c2csc(NCCc3nc4cc(C(=O)NCCCO)ccc4n3Cc3ccc(C)cc3)n2)cc1	3%	-2.7	1	-7%	-0.5	-14%	1%	-19%
S=C(NCc1ccccc1)NCc1cccc(CNC(=S)NCc2ccccc2)c1	15%	-4.6	-19	10%	1.7	27µM*	8%	1%
CCC(=O)c1ccc(N2CCN(C(=O)c3ccccc3)CC2)c(F)c1	0%	-0.6	0	-5%	-2.7	-4%	-20%	-15%
Cc1cc(OC(=O)c2ccc(C)c(C)c2)c([N+](=O)[O-])c(=O)[nH]1	5%	0.9	-7	2%	0.8	2%	3%	2%
CCOc1ccc(CCNC(=O)CSc2nn(-c3ccc(C)c(Cl)c3)c(=S)s2)cc1OCC	7%	0.8	12	-1%	0.8	-14%	4%	-5%
O=C(N=C1SC2CS(=O)(=O)CC2N1c1ccccc1)C1CC1 (stereo not drawn)	-11%	-18	1	6%	2.0	4%	-18%	7%
OCC(O)CSc1nc(-c2ccccc2)nc2c1CCC2 (stereo not drawn)	-11%	-1.6	-5	-2%	0.3	-5%	-8%	2%

Entries listed so far that bear a hit mark in PLK1 PBD inh:
| Molecule | CCT chaperon mod | PI5P4Ka inh | EPAC2 agonist | IL-2 act | PLK1 PBD inh | EPAC1 antag | WRN inhibitor |
| --- | --- | --- | --- | --- | --- | --- | --- |
| S=C(NCc1ccccc1)NCc1cccc(CNC(=S)NCc2ccccc2)c1 | -4.6 | -19 | 10% | 1.7 | 27µM* | 8% | 1% |

The main list resumes; the two compounds before the break are reprinted first.
SMILES	EPAC1 agonist	CCT chaperon mod	PI5P4Ka inh	EPAC2 agonist	IL-2 act	PLK1 PBD inh	EPAC1 antag	WRN inhibitor
O=C(N=C1SC2CS(=O)(=O)CC2N1c1ccccc1)C1CC1 (stereo not drawn)	-11%	-18	1	6%	2.0	4%	-18%	7%
OCC(O)CSc1nc(-c2ccccc2)nc2c1CCC2 (stereo not drawn)	-11%	-1.6	-5	-2%	0.3	-5%	-8%	2%
CC(NC(=O)Cc1ccsc1)c1ccc(Cl)cc1Cl (stereo not drawn)	5%	-3.2	1	13%	3.4	0%	-11%	5%
O=C(NCCCCO)c1ccc2c3c(cccc13)CC2	3%	0.4	-4	8%	-2.7	-3%	-20%	0%
N#CC(=Nc1ccccc1)c1ccccc1	0%	-0.7	-9	6%	0.2	0%	1%	5%
CCOCCn1c(C)c(C(=O)OCC)c2cc(O)c3ccccc3c21	-1%	-2.1	-3	-2%	1.3	-6%	-10%	1%
COc1ccccc1NC(=O)C1=C(C)NC(SCC(=O)c2ccccc2)=C(C#N)C1c1ccco1 (stereo not drawn)	10%	-0.1	-2	3%	-1.7	u	u	-32%
Cc1cc(-c2nc(C)c(-c3nnc(SCC(=O)Nc4ccc(Cl)cc4)n3C)s2)no1	-5%	-0.4	7	-6%	-0.1	-1%	7%	8%
CC1CCCC(NC(=O)NC(=O)COC(=O)C2=NN(c3ccccc3)C(=O)CC2)C1C (stereo not drawn)	1%	1.9	-1	-5%	0.6	3%	14%	4%
CCC(=O)Nc1ccc2c(c1)C(=O)c1ccccc1C2=O	-1%	-3.0	x	2%	1.0	-8%	5%	-28%
Cc1cccc(NC(=O)CN(CC2CCCO2)C(=O)c2cc(S(=O)(=O)N(C)C)ccc2F)c1C (stereo not drawn)	-6%	-2.5	-6	3%	0.0	1%	-1%	1%
CCOC(=O)c1ccc(NC(=O)c2ccc(OC(C)C)c(OC)c2)cc1	10%	-1.0	-2	16%	-1.6	-14%	-8%	-7%
CCCCN(CCO)CCCC	-12%	-0.4	3	3%	-0.4	1%	-14%	2%
Cc1ncoc1C(=O)N1CCCC(C(=O)c2ccc(Oc3ccccc3)cc2)C1 (stereo not drawn)	10%	-5.9	0	11%	0.3	-7%	7%	4%
O=C(N/N=C/c1c(O)n(-c2ccc(Cl)cn2)c(=O)c2ccccc12)c1ccncc1	1%	0.1	7	9%	2.1	62%[activator]	2%	-23%
CC(CN1CCN(C)CC1)OC(=O)c1ccc(F)cc1 (stereo not drawn)	3%	-7.5	-4	11%	2.6	-15%	-16%	-8%
COCc1cc(=O)n2[nH]c(C)cc2n1	0%	0.5	2	8%	0.8	-7%	-2%	-3%

Limited to IL-2 act, for some of the entries so far:
canonical_smiles | IL-2 act
O=C(NCCCCO)c1ccc2c3c(cccc13)CC2 | -2.7
S=C(NCc1ccccc1)NCc1cccc(CNC(=S)NCc2ccccc2)c1 | 1.7
CCCCN(CCO)CCCC | -0.4
CCOC(=O)c1ccc(NC(=O)c2ccc(OC(C)C)c(OC)c2)cc1 | -1.6

Full records, quoted from the list. Order of screens: EPAC1 agonist | CCT chaperon mod | PI5P4Ka inh | EPAC2 agonist | IL-2 act | PLK1 PBD inh | EPAC1 antag | WRN inhibitor
S=C(NCc1ccccc1)NCc1cccc(CNC(=S)NCc2ccccc2)c1 is entered as 15% | -4.6 | -19 | 10% | 1.7 | 27µM* | 8% | 1%
Cc1ncoc1C(=O)N1CCCC(C(=O)c2ccc(Oc3ccccc3)cc2)C1 (stereo not drawn) is entered as 10% | -5.9 | 0 | 11% | 0.3 | -7% | 7% | 4%
Cc1cc(-c2nc(C)c(-c3nnc(SCC(=O)Nc4ccc(Cl)cc4)n3C)s2)no1 is entered as -5% | -0.4 | 7 | -6% | -0.1 | -1% | 7% | 8%

Additional records:
SMILES	EPAC1 agonist	CCT chaperon mod	PI5P4Ka inh	EPAC2 agonist	IL-2 act	PLK1 PBD inh	EPAC1 antag	WRN inhibitor
O=C(NCc1ccco1)C(c1ccccc1F)N(CC1CCCO1)C(=O)Cn1nnc2ccccc21 (stereo not drawn)	-2%	-1.2	-2	7%	-1.3	-25%	7%	10%
COc1ccc(OC)c(NC(=O)C2CCC(CNc3c(N4CCC(C)CC4)c(=O)c3=O)CC2)c1 (stereo not drawn)	-11%	-1.1	1	4%	0.0	-7%	3%	0%
O=C(c1ccc2c3c(cccc13)CC2)C1CCCN(Cc2ccc(OCCO)cc2)C1 (stereo not drawn)	5%	0.3	-2	15%	-2.8	-4%	1%	0%
CCCNC(=O)COC(=O)c1ccc(-c2ccccc2)cc1	6%	-0.8	-12	9%	-0.3	-12%	-9%	-3%
Cc1ccc(-c2nnc3c4ccccc4c(C)nn23)cc1S(=O)(=O)N1CCN(CCO)CC1	4%	0.8	3	4%	3.6	-19%	-14%	-14%
CC(C)Cn1c(-c2ccccc2)nc(=S)c2c1CCCC2	-4%	-1.0	7	-4%	-1.5	-18%	3%	-5%
CSCCC(NC(=O)c1cccc(S(=O)(=O)N2CCOCC2)c1)C(=O)Nc1cccc(C)c1 (stereo not drawn)	-3%	1.8	-1	-8%	0.2	0%	-4%	4%
O=C(O)CSc1cn(Cc2ccccc2)c2ccccc12	4%	-2.9	-10	10%	-1.2	-12%	-1%	-13%
COC(=O)c1ccc([N+](=O)[O-])cc1N1C(=O)C2C3CCC(C3)C2C1=O (stereo not drawn)	1%	-0.7	1	7%	-2.0	-4%	5%	3%
C/C(=N/Nc1ccc(F)cc1)c1ccc(Cl)s1	-1%	-0.9	-6	2%	-0.4	-3%	0%	-6%
Cc1onc(-c2ccccc2)c1C(=O)NC(=S)NNC(=O)c1ccncc1	-8%	1.5	4	6%	0.3	-6%	32%[activator]	-14%[57.1 µM]
O=C(COc1ncnc2ccccc12)c1ccc2c(c1)OCCO2	6%	-0.2	5	4%	0.1	-6%	-13%	2%
CCN(C(=O)CSc1nc(-c2cccs2)nc2ccccc12)C1CCS(=O)(=O)C1 (stereo not drawn)	6%	2.0	-8	12%	1.3	-18%	-23%	-39%
CCn1c(=O)cc(SCC(=O)Nc2cccnc2)c2ccccc21	5%	-2.9	x	7%	-2.8	-15%	0%	-10%
CCOC(=O)c1ccc(NC(=O)CSc2n[nH]c(-c3ccncc3)n2)cc1	0%	-1.5	-10	u	-0.2	-1%	-4%	-3%
O=C(N1CCOCC1)N1CCC(NC(=O)C23CC4CC(CC(C4)C2)C3)CC1	7%	-1.0	-9	-7%	-0.1	-7%	-2%	4%
COc1ccc(NC(=O)CC2CC3CCC2C3)cn1 (stereo not drawn)	-1%	0.2	5	8%	-2.9	-12%	-15%	-1%
COc1cccc(NC(=O)c2sc3nc4n(c(=O)c3c2C)CCC4)c1	5%	-1.7	5	1%	-1.9	-13%	8%	2%
Cc1ccc(C(=O)NC2CCc3ccccc3C2=O)cc1 (stereo not drawn)	5%	0.1	-4	12%	2.3	-4%	1%	3%
Nn1c(-c2ccc(O)cc2)nnc1-c1ccc(O)cc1	2%	-4.5	0	1%	0.2	-18%	-27%	4%
CC(Oc1ccc(-c2ccccc2)c(F)c1)c1ccn(S(=O)(=O)c2ccc(F)cc2)n1 (stereo not drawn)	0%	-2.2	3	2%	0.2	3%	-8%	-1%
CC(=O)c1ccc(Nc2nc(C(C)N)cs2)cc1 (stereo not drawn)	5%	-1.0	0	7%	-0.4	-9%	11%	5%[57.1 µM]

Compound activity as filed in PubChem.
